Screening data: PubChem, National Center for Advancing Translational Sciences (NCATS)
AMA1 RON2 block: disrupts binding of P. falciparum AMA1 to RON2 | AlphaScreen AMA1-biotinylated RON2 peptide binding | Potency, µM (doses to about 58.2 µM), inactives show at the highest dose activity change, negative = inhibition, most hits filed as inhibitors | 0.2% of 360,000 active;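 further: potency means the concentration at half of the fitted maximal effect; 0% = vehicle wells and -100% = peptide control; nearly all actives have a fitted effect of over 45% in size; some results filed as inactive show a strong effect at the top dose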
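AMA1 (3D7) with his tag at 25 nM final met compounds first, then biotinylated RON2 peptide at 25 nM; detection used donor plus acceptor beads, 10 µg/mL apiece, read by AlphaScreen after 30 min at room temperature.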
LmPK inhibitor: blocks Leishmania mexicana pyruvate kinase activity | AID 1721 | Potency, µM (highest dose often 57.5 µM), for inactives: top-dose activity change, negative = inhibition, hits mostly inhibitors | 0.37% of 290,000 active | purified LmPK, Kinase-Glo ATP luminescence, 1 h | Q27686; further: potency means the concentration at half of the fitted maximal effect; on the % scale 0 is the no-effect control and ±100 the full control effect
Target sequence (Q27686 whole entry, looked up): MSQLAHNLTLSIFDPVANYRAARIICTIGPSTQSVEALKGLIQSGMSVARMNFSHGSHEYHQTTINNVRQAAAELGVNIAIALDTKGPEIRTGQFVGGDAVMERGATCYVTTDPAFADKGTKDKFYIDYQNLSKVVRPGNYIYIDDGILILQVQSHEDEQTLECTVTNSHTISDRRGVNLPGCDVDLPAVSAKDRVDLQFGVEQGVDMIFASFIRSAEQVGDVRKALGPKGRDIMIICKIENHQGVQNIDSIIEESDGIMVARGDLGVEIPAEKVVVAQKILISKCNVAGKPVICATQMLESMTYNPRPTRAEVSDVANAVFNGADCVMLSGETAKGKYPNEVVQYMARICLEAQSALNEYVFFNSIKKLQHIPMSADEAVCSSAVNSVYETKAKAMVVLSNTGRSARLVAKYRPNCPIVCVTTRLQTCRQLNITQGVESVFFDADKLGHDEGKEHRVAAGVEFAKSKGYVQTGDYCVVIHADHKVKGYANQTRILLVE
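Pyruvate kinase activity monitored as ATP production (luciferase luminescence). Conditions: 0.1 nM enzyme, 0.5 mM PEP, 0.1 mM ADP, 1 h, RT; normalized against uninhibited and no-enzyme wells.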
Shiga inhibitor: Shiga toxin inhibition. Vero cells, Shiga toxin protein synthesis inhibition reporter. inhibition, % at 38.7 µM. 9.2% of 290,000 active. AID 2315; in the data active means inhibition mostly above about 28%, no sharp cut-off; inactive means mostly below about 43%; further: 0% is about no effect
Pf growth 96h: P. falciparum growth inhibition at 96 hours. P. falciparum luciferase reporter growth, 96 h. Potency, µM (titrated, usually from 28.7 µM), for the others: at the top dose activity change, negative = inhibition, usual class: inhibitors. 6.9% of 320,000 active. AID 504834; further: potency means the concentration at half of the fitted maximal effect; on the % scale 0 is the no-effect control and ±100 the full control effect
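96 h incubation, 37 C, 5% CO2, of luciferase-reporter P. falciparum-infected RBCs (2% hematocrit, 0.05% parasitemia final) with test compounds; endpoint luminescence.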
Cycloheximide cs: affects cycloheximide protein synthesis inhibition readout, counter-screen; cell reporter, cycloheximide protein synthesis inhibition counterscreen; max response, %; 12% of 300,000 active; in the data active means max response mostly above about 13%, no sharp cut-off; inactive means mostly below about 14%; further: read at 38.3 µM for the half of the compounds with a filed dose; 0% is about no effect
TbPYK inhibitor: T. brucei pyruvate kinase inhibition | Q57TT1 | TbPYK enzyme, Kinase-Glo Plus ATP luminescence, 45 min | Potency, µM (titrated, usually from 76.8 µM), inactives show top-dose activity, negative = inhibition, usual class: inhibitors | 0.12% of 410,000 active | AID 624173; further: potency means the concentration at half of the fitted maximal effect; on the % scale 0 is the no-effect control and ±100 the full control effect; nearly all actives have a fitted effect of over 50% in size
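Readout: single end-point luminescence (Kinase-Glo Plus, 10 min). Reaction conditions were TbPYK/substrate plus 130 uM ADP, 45 min at RT, pH 7.2 TEA buffer. No-enzyme wells served as controls, and data were normalized before concentration-response fitting.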
Pf growth 48h: inhibits P. falciparum growth in the first generation, 48 h. P. falciparum luciferase growth in erythrocytes, 48 h. Potency, µM (top dose mostly 28.7 µM), for inactives: at the top dose activity change, negative = inhibition, hits mostly inhibitors. 5.9% of 310,000 active. AID 504832; further: potency means the concentration at half of the fitted maximal effect; on the % scale 0 is the no-effect control and ±100 the full control effect
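Parasite viability was followed by luminescence of a genomically integrated firefly luciferase. Cultures held 0.1% parasitemia at 2% hematocrit (final), incubated under 5% CO2 at 37 C.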
An asterisk follows results filed as active; ? = inconclusive; nt = no result given; [ ] = another dose, or the depositor's remark. Unless noted, the call rests on the fitted dose curve; in most records, active means well fitted curve in the direction sought with a large enough effect; inconclusive means small, poorly fitted or top-dose-only effect, or another doubt; inactive means no such curve, though single readings can be large; an effect the other way counts as inactive or inconclusive. Not a hit list, and some 21% of all compounds hit somewhere here.

mol | AMA1 RON2 block | Cycloheximide cs | Pf growth 96h | TbPYK inhibitor | Pf growth 48h | Shiga inhibitor | LmPK inhibitor
Cc1nn(-c2ccc(F)cc2)c(-n2cccc2)c1C(=O)N1CCN(C(=O)c2ccco2)CC1 | 0.0% | -0.6 | ? | 0.6% | ? | -5.0 | 5.7%
Cc1cc(C(=O)N/N=C2\CCCc3ccccc32)c(C)o1 | -0.6% | 26.3* | 49.4%[activator] | -1.0% | 88.5%[activator] | 50.5 | 0.7%
N#C/C(=C\c1ccccn1)c1nc2ccccc2s1 | 9.6% | 35.2* | ? | 5.8% | 25.9% | 56.6* | -29.1%
Cc1ccc(C(=O)COC(=O)c2ccc(-c3cnc4ccccc4n3)cc2)cc1C | 9.7% | 14.5* | 48.1%[activator] | -12.4% | 35.7%[activator] | -4.7 | -2.3%
N#CC(C#N)=Cc1ccc(OC(=O)c2ccccn2)cc1 | 5.7% | 9.0 | 30.0% | -3.3% | 10.3% | 17.3 | -3.8%
Cc1ccc(CNCc2ccc3c(c2)OCO3)cc1 | 2.0% | 3.5 | ? | -0.3% | 27.7% | -0.8 | -7.6%
COc1ccc(CN2CCN(C(=O)Cn3nc(C(=O)O)c4ccccc4c3=O)CC2)cc1F | -11.4% | -1.2 | 13.6% | 1.7% | 10.2% | -3.0 | 0.5%
O=C1Nc2ccccc2C1=Nc1cccc([N+](=O)[O-])c1 | -3.9% | 6.2 | 11.7% | -7.7% | 15.3% | 26.7* | -4.1%
Cn1c(CC(=O)Nc2ccc(Cl)c(Cl)c2)nnc1SCC(=O)N1CCN(c2ccccc2)CC1 | -3.5% | -3.2 | -2.5% | 0.5% | 2.0% | -12.5 | 5.1%
Cc1cc(Cl)c2oc(C(=O)N(C)Cc3nccn3C)c(C)c2c1 | -21.1% | 7.9 | 0.0% | -5.6% | ? | 10.1 | -12.8%
COc1cc(/C=N\NC(=O)c2sc(N)nc2C)cc(OC)c1OC | 11.7% | 12.0 | ? | -1.6% | ? | -11.4 | -4.6%
CCCCCCC(=O)c1c(O)n(-c2ccccc2OC)c(=O)[nH]c1=O | -6.4% | 1.2 | -9.3% | 3.4% | 0.2% | -7.7 | 0.4%
COc1ccc(NS(=O)(=O)c2ccc(Oc3ncccn3)cc2)cc1 | -0.6% | -4.7 | 10.5% | -7.0% | 17.4% | -19.0 | 0.5%
Cc1[nH]c(=O)[nH]c(=O)c1/C=N\NC(=O)CCc1ccc(OC(C)C)cc1 | nt | -2.0 | 3.2% | nt | -8.5% | -3.9 | 2.5%
CC(Sc1nc2ncc(Cl)cc2[nH]1)C(=O)c1c(N)n(C)c(=O)n(C)c1=O (configuration not stated) | 5.7% | nt | ? | 0.6% | ? | nt | nt
CCc1cc(Cn2nc(C(=O)O)cc2-c2ccccc2)on1 | -1.5% | nt | 53.1%[activator] | 3.0% | 34.1%[activator] | nt | nt
Cc1ccc(-c2nc(CS(=O)(=O)CC(=O)N3CC(C)CC(C)C3)c(C)o2)cc1 (configuration not stated) | 0.0% | -2.9 | ? | -4.6% | 23.7% | 7.1 | 5.2%
CC(=O)N1CCCc2cc(S(=O)(=O)N3CCc4ccccc4C3)ccc21 | 12.8% | 1.1 | 34.4%[activator] | -4.1% | -8.2% | -9.2 | 5.6%
N#Cc1ccc2ccn(CC(=O)NCc3ccccc3)c2c1 | -1.1% | 3.7 | nt | -9.0% | -18.1% | -10.3 | -0.1%
COc1ccc(CCNC(=O)CSc2ccsc2[N+](=O)[O-])c(OC)c1 | -24.4% | -1.5 | 1.65µM* | -1.7% | ? | 3.5 | 2.3%

4 of these compounds in another layout.
Molecule: CCCCCCC(=O)c1c(O)n(-c2ccccc2OC)c(=O)[nH]c1=O
  AMA1 RON2 block: -6.4%
  Cycloheximide cs: 1.2
  Pf growth 96h: -9.3%
  TbPYK inhibitor: 3.4%
  Pf growth 48h: 0.2%
  Shiga inhibitor: -7.7
  LmPK inhibitor: 0.4%
Molecule: CCc1cc(Cn2nc(C(=O)O)cc2-c2ccccc2)on1
  AMA1 RON2 block: -1.5%
  Cycloheximide cs: nt
  Pf growth 96h: 53.1%[activator]
  TbPYK inhibitor: 3.0%
  Pf growth 48h: 34.1%[activator]
  Shiga inhibitor: nt
  LmPK inhibitor: nt
Molecule: N#Cc1ccc2ccn(CC(=O)NCc3ccccc3)c2c1
  AMA1 RON2 block: -1.1%
  Cycloheximide cs: 3.7
  Pf growth 96h: nt
  TbPYK inhibitor: -9.0%
  Pf growth 48h: -18.1%
  Shiga inhibitor: -10.3
  LmPK inhibitor: -0.1%
Molecule: CC(=O)N1CCCc2cc(S(=O)(=O)N3CCc4ccccc4C3)ccc21
  AMA1 RON2 block: 12.8%
  Cycloheximide cs: 1.1
  Pf growth 96h: 34.4%[activator]
  TbPYK inhibitor: -4.1%
  Pf growth 48h: -8.2%
  Shiga inhibitor: -9.2
  LmPK inhibitor: 5.6%

Next section.
mol | AMA1 RON2 block | Cycloheximide cs | Pf growth 96h | TbPYK inhibitor | Pf growth 48h | Shiga inhibitor | LmPK inhibitor
Cc1ccc2nc3c(cc(C(=O)NCc4ccco4)c(=N)n3Cc3ccco3)c(=O)n2c1 | 0.0% | -2.8 | -1.5% | -5.1% | 1.65µM* | -28.6 | -0.8%
CC(C)CCn1c(=O)c2ccccc2n2c(=S)[nH]nc12 | 50.6%[activator] | -2.8 | 21.0% | ? | 15.9% | 1.3 | -4.6%
Cc1nc2c(C)cccn2c1/C(O)=C1\C(=O)C(=O)N(CCN2CCOCC2)C1c1ccncc1 (configuration not stated) | ? | -4.9 | 98.7%[activator] | 3.9% | 9.2% | -11.0 | -1.9%
CC1=C(C(=O)Nc2ccccc2)C(c2ccco2)C(C#N)=C(SCC(N)=O)N1 (configuration not stated) | 2.7% | 5.5 | ? | 0.0% | nt | -18.0 | 0.2%
CCOC(=O)N1CCc2c(sc(NC(=O)c3ccc(S(=O)(=O)N4CCCC4)cc3)c2C#N)C1 | -0.8% | 0.4 | ? | ? | 11.7µM* | 1.7 | 5.9%
CC(C)(C)C(=O)N1CCc2cc(-c3csc(N)n3)ccc21 | 0.2% | 5.8 | -5.2% | 5.9% | 103.5%[activator] | 27.2 | ?
CC(NC(=O)c1cccnc1)C(c1cccs1)N1CCN(C)CC1 (configuration not stated) | -1.1% | -6.8 | -11.6% | 2.9% | nt | -9.4 | -2.3%
O=C(c1c[nH]c2ccccc12)C(O)C(c1ccccc1)N1CCOCC1 (configuration not stated) | -5.4% | -1.0 | 12.6% | 6.3% | -4.1% | 7.2 | 1.1%
N#Cc1cccc(CSc2ncnc(N)n2)c1 | -15.9% | 5.6 | 3.0% | -3.6% | 0.4% | 3.3 | 4.7%
Cc1c(C)c2ccc(OC(C)C(=O)NCCCn3ccnc3)c(C)c2oc1=O (configuration not stated) | -5.4% | -1.2 | ? | 0.9% | ? | -15.6 | -4.4%
O=C(Nc1ccc(Cl)cn1)c1cccc(S(=O)(=O)N2CCCC2)c1 | 2.7% | 14.5* | -1.9% | -4.8% | -8.8% | 40.8* | 7.0%
CN(C)c1cc2c(cc1NC(=O)c1ccccc1Cl)n(C)c(=O)n2C | -6.0% | -1.5 | ? | 1.4% | ? | -4.1 | -0.5%
CCOC(=O)c1[nH]c(C)c(C(=O)NC(C)(C)C)c1C | -0.2% | -1.0 | 6.3% | 2.7% | 34.0%[activator] | -18.7 | -2.0%
CC(C)NC(=O)c1cc(-c2cccs2)on1 | -5.0% | 30.6* | nt | -0.3% | 137.0%[activator] | 56.6* | -12.1%
CCOc1ccc2[nH]c(=O)c(CN(CCO)C(c3nnnn3C3CCCCC3)C(C)C)cc2c1 (configuration not stated) | -8.7% | -1.9 | -17.5%[5.75 µM] | -4.6% | 3.29µM* | -14.8 | 2.8%
CCOC(=O)C(C)Sc1nc(=O)n2cc(C)ccc2n1 (configuration not stated) | 12.3% | 12.5 | ? | 4.4% | 7.9% | 23.5 | -3.1%
O=C(Nc1ccc(Cl)cc1)Nc1cc([N+](=O)[O-])ccc1F | 3.0% | 3.3 | -102.3% | 1.8% | ? | 25.5 | -2.3%
c1cncc(C2OCC3(CO2)COC(c2cccnc2)OC3)c1 (configuration not stated) | 0.0% | -4.0 | ? | 4.4% | 30.9%[activator] | 18.3 | -2.5%
Cc1ccc2nc(-c3ccc(NC(=O)c4cccnc4)cc3)oc2c1 | -7.5% | 49.6* | ? | -2.3% | 9.28µM* | 141.5* | 6.3%
O=C(NCC1CCCO1)c1ccc(COc2ccc(Br)cc2)cc1 (configuration not stated) | -2.2% | 20.1 | -13.3% | 4.8% | -5.9% | 15.1 | 1.7%
O=C(CC1CCCCC1)NCc1ccccn1 | 11.7% | -2.3 | ? | -2.7% | 3.5% | 2.1 | -12.6%
COc1ccc(CN(C)C(=O)Cc2ccc(OC)c(S(=O)(=O)N3CCOCC3)c2)cc1 | 17.7% | nt | ? | -3.5% | ? | nt | nt
CCS(=O)(=O)Nc1cc(C(=O)OC)ccc1C(=O)OC | -1.2% | -4.5 | 10.4µM* | -11.4% | nt | -7.2 | 3.0%
O=C1C=C(NCCOC23CC4CC(CC(C4)C2)C3)C2(CCCCC2)O1 | 9.4% | -4.4 | -15.6% | 5.0% | 0.0% | -10.9 | -3.5%
Cc1occc1C(=O)NCc1ccccc1F | -3.2% | -4.4 | nt | -3.7% | -2.4% | 7.0 | 2.1%
COCc1ccc(C(=O)N2CCCC(N3CCN(c4ccccc4C)CC3)C2)s1 (configuration not stated) | -4.6% | -0.8 | -29.9% | -8.2% | ? | -2.2 | 10.0%
NC(=O)CSc1nnc(Cc2csc(Nc3ccc(F)cc3)n2)n1Cc1ccccc1 | 11.7% | -0.6 | -0.8% | -7.1% | ? | -9.3 | 4.0%
CCn1c(SCC(=O)Nc2ccc(C(C)=O)cc2)nc2nc3c(cc2c1=O)CCCC3 | -0.3% | 26.5* | ? | -1.7% | ? | 45.6* | 0.5%
Cc1cc(C)c2cc(C#N)c(SCC(=O)NCC3CCCO3)nc2c1 (configuration not stated) | -10.0% | -8.6 | nt | -1.7% | ? | -3.4 | -0.3%
O=C(CSc1nncc(=O)[nH]1)NC1CCCCC1 | 6.4% | -2.9 | 3.7µM* | -7.3% | 11.0% | 4.9 | 1.5%
COc1ccccc1/C=C1\C(=O)Nc2ccccc21 | -9.6% | 1.4 | ? | -4.9% | -12.1% | -5.1 | 4.6%
O=C1CCSc2ccc(Cl)cc2N1Cc1ccccc1 | -1.1% | -1.6 | 14.4% | -4.2% | 8.4% | -9.3 | -0.2%
COc1cc(C=O)c(Br)cc1OC1CCCC1 | -11.3% | -4.6 | -1.5% | 2.1% | nt | -4.8 | 0.5%
O=c1cc(C(F)(F)F)[nH]c2c(OC(F)(F)F)cccc12 | 5.5% | 11.7 | ? | 4.2% | 2.6% | 1.9 | -1.2%
CCCCC(=O)Nc1cccc(-c2ccc3nncn3n2)c1 | -6.9% | -3.8 | -1.4% | -3.7% | 17.9% | -2.2 | 2.4%
CCOP(=O)(OCC)C(Nc1cccc(C(F)(F)F)c1)c1ccc(C)cc1 (configuration not stated) | -2.1% | -0.2 | ? | 2.0% | 10.4µM* | 0.3 | 2.8%
O=C(c1cnc2sccn2c1=O)N1CCN(c2ccccc2Cl)CC1 | 11.4% | -2.8 | 18.9% | 1.7% | 7.8% | 37.6 | -0.7%
